NSD2 inh – NSD2 (human) methyltransferase inhibition. O96028. NSD2 peptide methylation, AlphaScreen, 120 min. inhibition, % at 12.5 µM. 0.54% of 310,000 active. AID 743445; in the data active = inhibition above about 50%
SR-BI DiI-HDL act – SR-BI HDL lipid transfer activation; AID 504775; activation, % at 12.5 µM; 0.096% of 320,000 active; CHO ldlA[mSR-BI] cells, DiI-HDL uptake fluorescence, 3 h; 100 = double the neutral-control signal;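 active = mean replicate activation of at least 60% and every replicate at or above 60%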;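 also: 0% = median plate neutral-control signal and 100% = twice that signal; values of inactives mirror those of a sister screen read the other way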
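Assay system: CHO ldlA[mSR-BI] cells, LDL receptor-null, SR-BI overexpressing; medium: Ham's F12 with 0.5% BSA, HEPES 25 mM, pH 7.4; also added: DiI-HDL 10 µg/mL; timing: 3 h uptake period with compound, 37 °C; signal: DiI fluorescence, bottom read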
SR-BI HDL uptake – mouse SR-BI HDL lipid transfer inhibition; 0.96% of 320,000 active; AID 488896; ldlA[mSR-BI] CHO cells, DiI-HDL uptake fluorescence, 3 h; Q61009; inhibition, % at 12.5 µM;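 active = mean replicate inhibition of at least 70% and a set share of replicates each scoring 70 or more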;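 also: 0% = median of neutral control wells and 100% = median of positive control wells; values of inactives mirror those of a sister screen read the other way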
Keap1 Nrf2 FP – inhibitors of human Keap1-Nrf2 protein-protein interaction; 0.15% of 340,000 active; Q14145; inhibition, % at 9.4 µM; AID 504523; Keap1 Kelch-Nrf2 peptide fluorescence polarization, 1536-well; in the data active = inhibition above about 12%;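 also: human Keap1 Kelch domain with fluorescein labeled Nrf2 9mer peptide probe; 0% = neutral control wells and 100% = peptide positive control; higher means more block of Keap1 binding to Nrf2 peptide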
DAGLB inhibitor – blocks human DAGLB lipase activity | HEK293T DAGLB membrane lysate, EnzChek fluorogenic substrate | 0.059% of 340,000 active | inhibition, % at 5.17 µM | Q8NCG7; in the data active = inhibition above about 34%;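 also: 0% = enzyme with vehicle and 100% = wells lacking enzyme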
Target sequence (Q8NCG7 whole entry, looked up): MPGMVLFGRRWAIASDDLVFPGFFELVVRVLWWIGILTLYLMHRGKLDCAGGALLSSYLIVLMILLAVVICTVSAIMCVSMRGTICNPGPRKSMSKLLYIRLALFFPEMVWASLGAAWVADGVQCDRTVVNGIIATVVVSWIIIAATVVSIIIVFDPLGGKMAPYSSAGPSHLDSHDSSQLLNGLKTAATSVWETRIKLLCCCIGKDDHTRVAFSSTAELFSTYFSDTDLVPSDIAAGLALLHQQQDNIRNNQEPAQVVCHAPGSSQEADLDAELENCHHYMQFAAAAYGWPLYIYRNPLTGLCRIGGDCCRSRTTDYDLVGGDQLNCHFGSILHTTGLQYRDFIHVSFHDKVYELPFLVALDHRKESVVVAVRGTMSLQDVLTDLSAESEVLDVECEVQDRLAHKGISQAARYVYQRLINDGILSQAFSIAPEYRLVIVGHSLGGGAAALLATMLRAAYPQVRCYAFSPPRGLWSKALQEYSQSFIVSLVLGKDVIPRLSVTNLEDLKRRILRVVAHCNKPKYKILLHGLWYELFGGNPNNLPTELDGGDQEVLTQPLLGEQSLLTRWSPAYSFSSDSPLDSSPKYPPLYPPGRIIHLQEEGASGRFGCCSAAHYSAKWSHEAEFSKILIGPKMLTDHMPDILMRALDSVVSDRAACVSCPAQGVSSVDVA
PvdQ acylase – blocks Pseudomonas aeruginosa PvdQ acylase activity | inhibition, % at 10 µM | purified PvdQ acylase, fluorescence plate reader | 0.063% of 340,000 active | AID 488965; in the data active = inhibition above about 30%, passing the limit was not always enough;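 also: 0% = vehicle neutral wells and 100% = reference inhibitor wells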
PKA-R2B act – PKA-R2B complex activation. P22694+P31323. PKA-R2B holoenzyme dissociation, Cy5-IP20 fluorescence polarization; R2B truncated from residue 108, S112A mutant; 0% DMSO only, 100% 113 µM cGMP. activation, % at 11.4 µM. 0.079% of 340,000 active. AID 504700;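 active = activation above a cutoff set at the mean over all compounds plus 3 SD, cut at about 18% in these data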;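 also: higher means more holoenzyme dissociation and a rise in polarization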
Arr AP2 block – blocks beta-arrestin peptide binding to AP2 adaptin. FITC-arrestin peptide / GST-AP2 beads, flow cytometry; AP2 beta2 appendage carries R879A mutation. inhibition, % at 10 µM. 0.31% of 340,000 active. AID 504490;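 active = inhibition above a set limit, near 3 SD of compounds lacking own fluorescence, cut at about 54% in these data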;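 also: plate controls were DMSO wells for no effect and 5 µM unlabelled arrestin peptide for full effect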
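test system = AP2 appendage R879A on GSH beads | buffer or medium = PBS plus Tween 20 (0.05%) and BSA (0.1%) | incubation = 12 min plus 1 h, RT | detection = bead flow cytometry, FITC channel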
LANA DNA inh – KSHV C-LANA DNA binding inhibition. MBP-C-LANA/FAM-LBS DNA binding, fluorescence polarization. inhibition, % at 9 µM. AID 504423. 0.078% of 340,000 active;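 active = highest replicate inhibition at or above 60% at 9 µM, even if other replicates fall short; inactive = all replicates below 60% inhibition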;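 also: 0% = neutral control wells and 100% = 4 µM acridine orange control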
RTF Ca sens inh – cardiac RTF calcium desensitization; P19429+P45379; IANBD-labeled cardiac RTF, Ca2+ fluorescence; inhibition, % at 7.15 µM; 0.12% of 340,000 active; AID 493244;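 active = inhibition above the mean inhibition of all tested compounds plus 3 SD, cut at about 17% in these data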;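 also: assay run at fixed EC70 calcium of 1.6 mM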
An asterisk follows results filed as active; / = no result given.

Results follow in this order: Keap1 Nrf2 FP	SR-BI HDL uptake	PKA-R2B act	DAGLB inhibitor	NSD2 inh	Arr AP2 block	SR-BI DiI-HDL act	PvdQ acylase	RTF Ca sens inh	LANA DNA inh
> COc1ccccc1C(=O)Nc1nnc(S(=O)(=O)N2CCOCC2)s1
    -2.4	-0.5	3.0	-1.1	0.1	-9.1	0.5	-9.6	-9.8	0.5
> O=C(NCC(=O)N(c1cccc(F)c1)C(C(=O)NC1CCCC1)c1ccncc1)c1ccco1 (centres undefined)
    -2.6	-12.4	-1.4	4.4	3.9	25.1	12.4	-8.1	-9.5	-0.8
> COc1ccc(-n2c(SCC3CNC(=O)O3)nnc2-c2ccc(Cl)cc2)cc1 (centres undefined)
    -3.2	1.3	-5.8	0.8	4.3	4.2	-1.3	-16.4	-0.1	0.2
> Cc1ccc(Oc2ccc(S(=O)(=O)N3CCOCC3)cc2C(N)=O)c(-n2nc3ccccc3n2)c1
    1.8	-21.9	-3.8	-0.6	1.1	4.9	21.9	-12.2	-7.7	-1.2
> Cc1ccccc1-c1cccc([C@@H]2C[C@H]3[C@H](CON3C)CN2C(=O)C(C)(C)C)c1
    -1.5	17.6	0.3	-0.6	/	3.9	-17.6	-10.4	-6.3	5.2
> Cc1ccc(C)c(Cn2nnc3c(=O)[nH]c(C4CCCN(C(=O)C5CCC5)C4)nc32)c1 (centres undefined)
    -0.1	19.3	4.2	0.3	7.0	-1.5	-19.3	-1.5	-5.8	0.3
> CCCCN1C(=O)/C(=C2/Sc3ccc(OC)cc3N2CC)SC1=S
    1.8	40.7	-1.4	-1.0	/	-5.2	-40.7	-11.0	-5.7	1.6
> Cn1c(NC(=O)C2CCCC2)cc(=O)n(C)c1=O
    1.9	-4.3	-7.8	-1.8	/	10.6	4.3	-2.8	-4.5	1.8
> CCOC(=O)c1c(NC(NC(=O)C(C)C)C(Cl)(Cl)Cl)sc2c1CCC2 (centres undefined)
    3.8	58.1	5.1	-4.8	-2.5	10.8	-58.1	3.4	-1.6	-1.0
> C(=N\NC1=Nc2cccc3cccc1c23)/c1ccccc1
    -2.6	18.0	-6.2	-5.2	0.4	-3.6	-18.0	22.9	-16.7	-1.5
> COc1ccc(OC)c(NC(=O)COc2ccc3c(c2)CCC3)c1
    -2.5	4.3	-2.1	-24.0	/	23.0	-4.3	1.8	0.3	-0.5
> FC(F)Oc1ccc(-c2csc(Cc3nnc4n3CCCCC4)n2)cc1
    -6.3	11.3	-11.8	0.2	3.9	-3.8	-11.3	1.7	-3.3	2.0
> CN1CCN(C(=O)/C=C/c2ccc([N+](=O)[O-])o2)CC1
    -6.4	-12.7	-6.5	-1.8	0.7	-15.7	12.7	-15.8	-15.1	-0.8
> Cc1cc(Cl)cc(Br)c1OCCCCn1cncn1
    1.7	5.4	1.6	-3.0	0.7	10.2	-5.4	-7.4	-9.6	-2.4
> COc1ccc(CNC(=O)COC(=O)CN2C(=O)C3CC=CCC3C2=O)cc1 (centres undefined)
    0.6	-12.6	-6.6	1.0	0.2	-8.8	12.6	3.6	1.8	-0.8
> CCc1cc(C(=O)NN2C(=O)NC3(CCCCC3)C2=O)sc1C
    -5.6	-7.9	1.9	-0.9	/	5.7	7.9	4.1	-4.0	0.0
> O=C(CSc1nnc(-c2ccco2)n1-c1ccccc1)N1CCOCC1
    -1.3	-7.9	-1.1	-1.1	3.6	-0.2	7.9	-14.4	6.0	-1.8
> Cc1ccc(-n2c(C)cc(/C=N/NC(=O)Cn3c4ccccc4c(=O)c4ccccc43)c2C)cc1
    -8.3	30.7	-4.1	-2.8	-1.6	5.2	-30.7	-14.0	1.2	-0.6
> COC(=O)c1c[nH]n2c(=O)c(Cc3ccc(F)cc3Cl)c(C)nc12
    -1.5	-4.2	-6.3	2.8	0.2	-7.9	4.2	-5.9	-6.0	-0.1
> CCCN(Cc1ccc(N(C)C)cc1)CC1CC1
    4.8	-21.1	-3.8	-0.1	7.6	-11.1	21.1	15.1	-10.9	-0.6
> Cc1ccc(C)c(NC(=O)C(Sc2cccc[n+]2[O-])c2ccccc2)c1 (centres undefined)
    -3.2	-10.6	-2.6	0.8	3.1	-7.5	10.6	-11.2	-8.5	1.9
> C/C(=N/NC(=O)CN1CCN(S(=O)(=O)c2ccc(C)cc2)CC1)c1cccc(O)c1
    -4.2	-6.0	-1.4	0.1	1.2	0.8	6.0	-12.7	-2.7	-9.4
> Cc1ccc(-c2nnn(CC(=O)N(CC(=O)NC3CCCCC3)c3ccc(F)c(Cl)c3)n2)o1
    -0.9	31.3	-1.4	6.5	-1.3	11.2	-31.3	3.7	-4.5	-1.5
> Oc1ccc(-c2cc(-c3ccc(O)cc3)nc(-c3ccccc3)n2)cc1
    3.9	52.7	-7.9	-6.6	-3.4	24.1	-52.7	-8.2	-4.9	-0.7
> Cc1cc(C)c(N=C2C(=O)Nc3ccccc32)c(C)c1
    -1.7	-24.7	1.4	-1.6	14.1	28.9	24.7	6.2	2.6	-1.5
> Cc1cccc(NS(=O)(=O)c2cccc3nsnc23)c1
    3.3	-6.8	6.5	1.8	1.8	-1.6	6.8	-4.6	-0.9	-0.7
> Cc1ccccc1NS(=O)(=O)c1ccc(C)c(NS(C)(=O)=O)c1C
    -5.4	-1.2	-11.7	-0.4	-1.8	2.7	1.2	-5.8	-2.2	1.1
> O=C(Nc1ccccc1O)c1ccc2c(c1)C(=O)N(Cc1ccco1)C2=O
    0.1	-4.4	2.1	0.2	-9.6	5.9	4.5	-20.0	-4.7	-1.0
> O=C(CN1C(=O)c2ccccc2S1(=O)=O)NCc1ccccc1
    -4.8	-22.2	-1.5	0.3	-2.3	-2.2	22.2	-11.1	-15.2	4.0
> CC1CC(C)(C)NC(=S)N1CCC(=O)NCc1ccc(Cl)cc1 (centres undefined)
    -2.5	-4.5	-5.0	0.7	-3.3	-9.9	4.5	-5.4	2.7	0.3
> Cc1ccc(C(=O)Nc2nnc(C)s2)o1
    -0.8	-6.2	-0.9	-0.1	-0.2	-3.2	6.2	-6.9	1.9	0.9
> COc1ccc(OC)c(NC(=O)CCCN2C(=O)C3C4C=CC(C4)C3C2=O)c1 (centres undefined)
    0.2	-47.1	3.0	2.4	/	0.0	47.1	-10.6	1.2	0.0
> O=C(NCCN1CCOCC1)Nc1cccc(Cl)c1
    -5.3	-33.8	-2.7	-3.3	-3.5	-6.8	33.8	0.7	-9.5	11.1
> O=C(COC(=O)c1ncc(Cl)c(Cl)c1Cl)NC(=O)c1ccccc1
    -3.5	-17.6	-7.0	-0.9	-1.7	14.5	17.6	5.8	-0.1	0.8
> CCOc1ccccc1C(=O)NCC(=O)Nc1ccc2c(c1)OCO2
    -3.4	2.7	2.6	-8.9	-0.9	1.9	-2.7	-11.2	-4.0	-0.1
> CCN(CC)C(=O)[C@H]1CC(CC(=O)NCCCn2ccnc2)C(=O)N2CCc3c([nH]c4ccc(OC)cc34)[C@]12C (some centres undefined)
    2.6	-1.9	3.3	1.6	/	3.1	1.9	-8.8	-4.2	-0.7
> CN(C)c1ccc(/C=N/NC(=O)c2cc(-c3ccc4c(c3)OCO4)n[nH]2)cc1
    -1.3	9.7	10.1	1.0	-3.3	-12.8	-9.7	-11.4	-8.4	8.4
> COc1ccc2nc(CCN(C)C(=O)C3CCC(=O)N(Cc4cccc(F)c4)C3)[nH]c2c1 (centres undefined)
    3.6	2.3	-9.5	-0.4	-2.6	6.8	-2.3	-3.5	-7.2	0.4
> Cc1nccc(-c2cccc(NC(=O)Nc3ccc(Cl)cc3)c2)n1
    0.4	46.0	4.3	-3.0	-7.3	36.2	-46.0	5.0	-3.7	0.7
> CC(Oc1ccccc1F)C(=O)NNC(=O)CCS(=O)(=O)c1ccccc1Cl (centres undefined)
    -3.9	-4.8	-4.6	0.6	0.1	-1.9	4.8	-16.5	8.1	-0.8

Reprinted from the part before: three compounds, followed by the next part.
Results follow in this order: Keap1 Nrf2 FP	SR-BI HDL uptake	PKA-R2B act	DAGLB inhibitor	NSD2 inh	Arr AP2 block	SR-BI DiI-HDL act	PvdQ acylase	RTF Ca sens inh	LANA DNA inh
> COc1ccc2nc(CCN(C)C(=O)C3CCC(=O)N(Cc4cccc(F)c4)C3)[nH]c2c1 (centres undefined)
    3.6	2.3	-9.5	-0.4	-2.6	6.8	-2.3	-3.5	-7.2	0.4
> Cc1nccc(-c2cccc(NC(=O)Nc3ccc(Cl)cc3)c2)n1
    0.4	46.0	4.3	-3.0	-7.3	36.2	-46.0	5.0	-3.7	0.7
> CC(Oc1ccccc1F)C(=O)NNC(=O)CCS(=O)(=O)c1ccccc1Cl (centres undefined)
    -3.9	-4.8	-4.6	0.6	0.1	-1.9	4.8	-16.5	8.1	-0.8
> COCCNC(=O)C1c2ccccc2C(=O)N(CCOC)C1c1ccc(F)cc1 (centres undefined)
    -5.3	-36.0	-5.8	0.2	10.4	-6.8	36.0	-10.9	4.8	-1.4
> O=C(CN1CCCCCC1)Nc1ccc(F)c(F)c1
    -3.9	-20.3	-12.9	-2.7	1.5	-0.9	20.3	-6.1	0.6	0.0
> Cn1c(C(=O)NCc2cccnc2)cc2sc(Cl)cc21
    1.3	-1.0	-2.7	-2.9	2.7	-9.8	1.0	-16.7	-1.4	2.6
> CC(=O)Nc1ccc(S(=O)(=O)N2CCC3(CC2)CC(=O)c2ccccc2O3)cc1
    -0.1	-4.3	-1.7	-2.0	0.1	-0.2	4.3	-6.9	-6.7	0.1
> CC(OC(=O)c1ccccc1C(=O)N(C)c1ccccc1)C(=O)Nc1ccccc1[N+](=O)[O-] (centres undefined)
    -1.7	-6.1	-9.8	0.6	-19.0	-10.0	6.1	-14.4	1.8	2.9

Screening data from PubChem.
